CFTR F508del cor = CFTR F508del correction in bronchial cells; CFBE cells, YFP halide quenching; stimulated with forskolin plus potentiator P3; % fluorescence drop versus neutral controls; activity (quench increase), % at 7.58 µM; actives 0.36% (n = 350,000);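 active = mean added fluorescence quench of at least 8% versus neutral control, with both replicates also reaching 8%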;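 also: cells transiently co-express mutant CFTR-F508del with the halide-sensitive YFP; corrector assay measuring rescue of mutant channel to the surface after 24 h compound exposure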
PGC1a acetyl inh = lowers PGC1a acetylation signal in U2OS cells | AlphaScreen anti-acetyl-lysine; with virally co-expressed GCN5 acetyltransferase | inhibition, % at 15.6 µM | actives 0.17% (n = 350,000);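 active = every replicate shows inhibition of at least 40%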;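 also: 0% = neutral control wells and 100% = positive control wells; some results beyond the cut were filed as inactive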
FN deposit inh = fibronectin deposition inhibition. AH1F fibroblasts, Alexa488-fibronectin deposition fluorescence, overnight. inhibition, % at 12.6 µM. actives 0.086% (n = 350,000). AID 743247;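 active = mean inhibition across replicates of 30% or more, regardless of how many single replicates reach that level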;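 also: positive control wells lacked labelled fibronectin entirely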
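test system = AH1F fibroblasts assembling fluorescent fibronectin matrix | quantity = 10000 AH1F cells per well | buffer or medium = DMEM plus 2% serum, read in PBS | doses = single dose, pinned | incubation = 1 h cell attachment, overnight exposure to compound and label | detection = fluorescence at 485 nm excitation, 525 nm emission | read-out basis = inhibition from reduced deposited-fibronectin fluorescence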
Cneo AK release = causes C. neoformans cell lysis; adenylate kinase release luminescence, 4 h; normalised: neutral wells 0, clomiphene wells 100; lysis activity, % at 15 µM; actives 0.2% (n = 360,000); AID 651654;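 active = mean lysis activity across replicates of at least 80%, whatever share of replicates individually reach that level; inactive = mean lysis activity below 80%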
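Material – log-phase Cryptococcus neoformans yeast cells · Input – 5 × 10^6 yeast cells/mL · Medium – fresh YPD growth medium · Doses – single compound concentration per well · Timing – static 4 h at 37 °C with compound, 1 h detection · Detection – adenylate kinase release luminescence · Read-out – signal increase indicating cell lysis · Control set – Clomiphene as positive lysis control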
PglD inh = inhibitors of Campylobacter jejuni PglD acetyltransferase. purified PglD enzyme, DTNB colorimetric CoA detection. inhibition, % at 12.5 µM. actives 0.098% (n = 360,000). AID 602405; in the data active = inhibition above about 16%, passing the limit was not always enough; also: strong numbers were not always called active
INS-1E GSIS act = primary screen for activators of insulin secretion dependent on glucose, INS-1E cells, GLuc reporter luminescence. INS-1E GLuc reporter insulin secretion, 2-3 h. activation, % at 16.6 µM. actives 0.61% (n = 370,000);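 active = lowest replicate activation of at least 40%, so every replicate reaches that level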;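 also: 0% = median of neutral control wells and 100% = median of IBMX positive control wells; some compounds called inactive have numbers as strong as hits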
miR-122 sensor = inhibitors of miR-122 in Huh7 cells; Huh7 miR-122 Renilla luciferase sensor, 48 h; neutral wells = 0, positive control = 100; activation (reporter increase), % at 12.5 µM; actives 0.3% (n = 340,000);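 active = mean replicate activation score at least 90 and every replicate individually at or above 90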;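 also: higher luciferase means less miR-122 activity so hits act as miR-122 inhibitors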
C2C12 statin = suppression of simvastatin myotoxicity; C2C12 myotubes + simvastatin, ATP luminescence, 48 h; scaled: DMSO 0, geranylgeraniol control 100; actives 0.78% (n = 330,000); rescue of ATP level, % at 7.49 µM;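 active = mean ATP rescue above about 67%, or every replicate alone reaching that limit, limit read from the data, passing the limit was not always enough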;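 also: myotubes were challenged with 10 µM simvastatin during compound exposure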
Numbers without * were called inactive; x = no result given; [ ] = dose if it differs, or a comment.

SMILES	CFTR F508del cor	PGC1a acetyl inh	FN deposit inh	Cneo AK release	PglD inh	INS-1E GSIS act	miR-122 sensor	C2C12 statin
CNc1nc(Sc2ccc(C)cc2)cc(C(F)(F)F)n1	x	-20.7	-0.9	-1.1	-4.4	x	-8.4	2.4
CCOC(=O)NN1C(=O)c2ccccc2NC1c1ccc(N(C)C)cc1 (stereo unspecified)	x	x	-9.4	-3.7	-0.3	32.5	-3.4	x
Cc1cc(C(=O)Nc2cccc3c2O[C@H](CN(C)Cc2ccc(-c4ccccc4)cc2)[C@@H](C)CN([C@@H](C)CO)C3=O)n(C)n1	-3.9	-5.9	x	-0.3	-5.3	-13.9	-3.3[16.7 µM]	14.5
O=C(NCCc1ccc(Cl)cc1)c1ccc2nc(N3CCOCC3)sc2c1	2.2	-2.1	-0.6	-0.2	-0.3	-1.4	-4.8	x
CSC[C@H]1CN(Cc2cccnc2)C(=O)[C@@H]1CC(=O)Nc1ccc(Br)cc1	-1.1	5.8	5.7	12.3	-3.4	1.6	-0.7	9.9
CN(c1ccc([N+](=O)[O-])cc1/C=N/NC(=O)COc1ccccc1)C1CCCCC1	-1.5	4.2	7.0	1.8	2.4	-9.6	-5.9	x
COc1ccccc1S(=O)(=O)N(C)C[C@H]1Oc2cc(C#CCC3CCCC3)ccc2S(=O)(=O)N([C@H](C)CO)C[C@@H]1C	-0.2	19.9	-1.7	-0.5	-0.2	11.9	-8.6[16.7 µM]	-22.5
Cc1sc2nc(CSCC(=O)N(C)c3ccccc3)[nH]c(=O)c2c1C	x	5.0	1.8	1.1	0.6	11.6	-3.4	x
C[C@@H]1CN([C@H](C)CO)C(=O)c2cccc(NS(=O)(=O)c3ccc(Cl)cc3)c2O[C@H]1CN(C)CC1CCCCC1	-0.2	x	11.8	2.5	0.8	0.6	52.3[16.7 µM]	3.9
CC(C)C(=O)NC(c1ccco1)c1ccc2cccnc2c1O (stereo unspecified)	x	15.9	x	1.6	-6.4	8.7	-33.5	7.9
CCOc1ccc(S(=O)(=O)N2CCC(C(=O)NCc3ccncc3)CC2)cc1	0.0	x	4.8	-0.9	4.8	-3.8	-11.6	1.5
N#C[C@@H]1[C@@H](c2ccccc2C2=CCCCC2)[C@@H](CO)N1C(=O)Cc1ccncc1	0.7	0.1	-12.8	x	x	-16.7	x	x
O=C(NN=C1CCCCCC1)C(=O)Nc1cccc(Br)c1	x	6.3	x	4.5	2.7	3.4	-6.5	x
COc1cc2nc(CN3CCC(Cc4ccccc4)CC3)[nH]c(=O)c2cc1OC	4.6	8.7	5.2	11.8	-0.4	7.6	-8.8	2.2
Cc1noc(C)c1NC(=O)N(C)C[C@H]1Oc2ccc(NS(C)(=O)=O)cc2CC(=O)N([C@@H](C)CO)C[C@@H]1C	-4.6	0.6	x	57.2	6.9	7.5	23.5[16.7 µM]	-1.0
CCCc1nc2ccccc2c(C(=O)OCC(=O)NC2CC2)c1CC	-3.1	-5.7	2.6	-1.3	-3.4	14.7	-0.7	12.4
Oc1ccccc1-c1nnc(-c2ccc(C(F)(F)F)cc2)o1	x	-0.2	-5.6	-0.2	-1.5	x	0.3	39.3
CC(C)(C)c1ccccc1NC(=O)CN1C(=O)NC2(CCCC2)C1=O	2.1	x	-9.1	-2.6	5.0	-2.0	x	1.8
Cc1cc(C)n2nc(SCN3C(=O)c4ccccc4C3=O)nc2n1	4.2	-2.4	x	0.3	-2.9	10.3	-2.2	-0.3
COC(=O)c1c(-c2ccc(OC)cc2)sc2cc(OC)c(OC)cc12	5.0	x	0.9	2.2	-1.0	29.6	27.8	2.3
CCOc1ccc(C(=O)CCNC(Cc2cnc[nH]2)C(=O)O)cc1 (stereo unspecified)	-0.6	3.4	x	-0.5	-0.2	15.1	x	-11.6
CS(=O)(=O)N1CCC(Oc2cccc(C(=O)NCCCC3CCCC3)c2)CC1	x	1.6	x	-3.3	5.0	x	-7.0	x
Cc1ccc(S(=O)(=O)NCCNC(C)c2ccc(Br)cc2)cc1 (stereo unspecified)	1.1	-1.3	-7.5	-1.2	1.4	-5.2	19.0	-1.7
Cc1cccc(C)c1OCC(=O)Nc1cccc(NC(=O)c2ccco2)c1	x	-4.3	x	-1.5	-1.8	x	-4.6	24.3
CC(=O)c1ccc(/C=C/c2nc3ccccc3n2C)o1	-0.4	-3.5	-0.5	-7.8	-12.2	x	-2.9	x
CCC(C)(C)NC(=O)CN(C(=O)CCC(=O)Nc1ccccn1)c1ccc(F)c(Cl)c1	x	2.4	x	-5.5	-5.2	x	4.1	29.4
COc1cc(C2C3=C(CC(C)(C)CC3=O)N(C)C3=C2C(=O)CC(C)(C)C3)cc(Br)c1O	0.4	-5.0	8.6	-3.9	5.9	1.1	12.4	-18.2
CC(CCc1ccccc1)NC(=O)c1cnc(Cl)c(Cl)c1 (stereo unspecified)	-1.5	-10.6	3.3	1.4	-3.1	-14.1	-2.8	-2.9
CCN(CC)S(=O)(=O)c1ccc(S(=O)(=O)N(CC(=O)Nc2ccccc2)Cc2ccco2)cc1	x	-10.7	0.1	0.3	4.0	-25.3	-1.3	9.1
CC(C)NC(=O)COC(=O)c1ccc(Oc2ccccc2)cc1	x	-19.0	x	-0.1	1.6	x	-5.0	7.9
Cc1ccc(-c2c[n+](CC(=O)Nc3ccc(C)cc3C)c3n2CCC3)cc1	1.2	1.8	-2.5	1.8	0.0	9.8	3.4	1.3
CC(=O)Nc1nnc(-c2c(-c3ccccc3Cl)noc2C)o1	-2.9	-2.3	7.0	4.1	1.3	10.7	-3.0	-7.1
OCc1ccc(-c2ccc3nccn3c2)cc1	0.3	x	x	-0.8	1.5	-1.6	-5.7	11.4
C[C@H]1CN([C@@H](C)CO)C(=O)c2cc(NC(=O)Nc3ccc(C(F)(F)F)cc3)ccc2O[C@@H]1CN(C)Cc1ccncc1	-0.1	-7.5	x	-0.9	5.4	-16.8	1.7[16.7 µM]	2.2
C/C=C/c1ccc2c(c1)O[C@@H](CN(C)C(=O)C1CC1)[C@H](C)CN([C@@H](C)CO)S2(=O)=O	-2.6	-1.5	4.9	x	x	-3.3	-1.4[16.7 µM]	23.4
Cc1c(N2CCCCC2)[nH]c2ccccc12	0.9	-2.5	-8.8	-1.1	-0.2	-16.5	-7.7	2.9

Pulled by compound from the entries so far (three):
SMILES	CFTR F508del cor	PGC1a acetyl inh	FN deposit inh	Cneo AK release	PglD inh	INS-1E GSIS act	miR-122 sensor	C2C12 statin
OCc1ccc(-c2ccc3nccn3c2)cc1	0.3	x	x	-0.8	1.5	-1.6	-5.7	11.4
C[C@H]1CN([C@@H](C)CO)C(=O)c2cc(NC(=O)Nc3ccc(C(F)(F)F)cc3)ccc2O[C@@H]1CN(C)Cc1ccncc1	-0.1	-7.5	x	-0.9	5.4	-16.8	1.7[16.7 µM]	2.2
CC(CCc1ccccc1)NC(=O)c1cnc(Cl)c(Cl)c1 (stereo unspecified)	-1.5	-10.6	3.3	1.4	-3.1	-14.1	-2.8	-2.9

Next records follow.
SMILES	CFTR F508del cor	PGC1a acetyl inh	FN deposit inh	Cneo AK release	PglD inh	INS-1E GSIS act	miR-122 sensor	C2C12 statin
CCOc1ccc(NC(=O)C/C(C)=N/NC(=O)COc2ccc(Br)cc2C)cc1	2.8	2.1	-1.5	-2.8	-1.9	-39.8	0.9	0.8
C[C@@H]1CCCCO[C@H](CN(C)C(=O)Nc2ccccc2)[C@H](C)CN([C@@H](C)CO)C(=O)c2cc(NC(=O)Nc3ccc(F)cc3)ccc2O1	1.6	-6.4	x	0.8	5.5	8.6	-6.7[16.7 µM]	x
O=C(Cc1ccccc1)N1C[C@@H]2[C@H](c3ccccc31)[C@@H](CO)N2C(=O)c1ccc(F)cc1	2.1	-11.0	x	-1.5	-4.2	2.3	-8.3[16.7 µM]	13.2
CN1C(=O)c2cc(NS(=O)(=O)c3ccc(F)cc3)ccc2OC[C@@H]2O[C@H](CC(=O)NCC(F)(F)F)CC[C@H]21	-2.8	-2.1	4.5	-1.6	1.7	11.2	35.0[16.7 µM]	10.0
COc1ccc(CC(=O)NCc2nnc(SCC(=O)c3ccc(OC)cc3)n2C)cc1	1.8	-11.1	x	-1.0	-0.6	-5.0	-4.1	0.1
CCc1cc(=O)oc2cc(C)cc(OCC(=O)N3CCC[C@@H]3C(=O)O)c12	0.9	-2.3	x	3.1	-3.7	7.5	-0.8	2.5
O=C(c1cccnc1)N1C[C@@H]2N[C@H](C1)C2c1ccc(-c2ccccc2)cc1 (stereo partly specified)	0.0	2.0	-12.0	x	x	-1.4	x	x
Nc1nnnn1CC(=O)OCc1cccc(Br)c1	x	6.6	-4.4	-0.3	0.0	14.7	-4.2	-30.5
CN(C)C(=O)c1ccc(-c2ccc3c(c2)[C@@H]2[C@@H](CCN2C(=O)c2cnccn2)[C@@H](CO)N3)cc1	2.8	4.2	3.1	-6.3	-0.5	0.4	-18.1[16.7 µM]	-33.7
CCOC(=O)/C=c1/s/c(=C/c2ccc3cc(OC)ccc3c2)c(=O)n1CC(=O)NCC1CCCO1 (stereo unspecified)	5.2	37.7	5.9	x	x	x	44.9	x
O=C(NCc1ccccc1)c1cc(C2CCCCN2C(=O)c2cccs2)on1 (stereo unspecified)	-1.7	-1.6	-1.3	-2.4	5.3	-35.2	3.3	0.3
O=C(C[C@@H]1C[C@@H]2c3cc(NC(=O)c4ccc5c(c4)OCO5)ccc3O[C@@H]2[C@@H](CO)O1)NCc1ccccn1	-1.3	-9.5	x	-14.6	3.9	25.0	-1.6[16.7 µM]	-1.0
CC(C)Cn1c2c(c(O)c(C(=O)Nc3nccs3)c1=O)CCCC2	x	7.6	x	-0.6	-1.0	x	0.6	0.0
O=[N+]([O-])c1ccc(CSc2nnc3ccccn23)cc1	-2.9	2.8	4.9	x	x	5.5	x	x
Cc1cc(N2CCCCC2)n2ncc(-c3ccc(Cl)cc3)c2n1	x	10.6	6.4	-7.2	1.7	x	16.2	-47.7
CCCC(=O)Nc1ccc2c(c1)OC[C@H](C)N(C(=O)c1ccncc1)C[C@@H](C)[C@@H](OC)CN(C)C2=O	-0.6	3.1	3.9	0.5	0.0	2.4	1.1[16.7 µM]	-1.6
Cc1c(C(=O)N2CCN(c3ccc(F)cc3)CC2)sc2nc(-c3ccccc3)cn12	x	-6.4	-2.6	1.2	-1.7	x	-16.6	-1.4
CC(=O)Nc1ccc2c(c1)C(=O)N(C)[C@H]1CC[C@@H](CC(=O)NCc3ccccc3)O[C@@H]1CO2	0.4	-1.9	-19.1	8.8	2.0	-3.9	8.9[16.7 µM]	6.3
O=C(NCc1ccccc1)C1=C[C@H](C2CCCCC2)C[C@H](OCc2ccc(CO)cc2)O1	1.1	x	-6.4	-1.9	-2.6	-23.8	x	17.1
Cc1nn(C)c(Oc2ccccc2)c1[N+](=O)[O-]	x	x	-14.2	0.0	5.0	x	-4.5	72.4*
C[C@@H]1CCCCO[C@@H](CN(C)C(=O)Nc2cccc3ccccc23)[C@H](C)CN([C@H](C)CO)C(=O)c2cc(NC(=O)Cc3ccccc3)ccc2O1	-2.8	-9.4	x	1.3	0.6	-3.1	-11.2[16.7 µM]	59.3
CCOc1ccc(C(=O)CC(NCc2cccs2)C(=O)O)cc1 (stereo unspecified)	0.3	2.9	-0.5	-0.2	5.7	-3.8	-1.6	16.6
CC(C)(CO)NC(=O)CC1C(=O)NCCN1CC(c1ccccc1)c1ccccc1 (stereo unspecified)	-0.8	-4.0	-1.2	x	x	8.9	x	x
